# High-throughput results: PubChem BioAssay, The Scripps Research Institute Molecular Screening Center
# CHRM4 antagonist – human M4 muscarinic receptor antagonists, primary screen, CHO cells, Fluo-8 calcium fluorescence; CHO-hM4 cells, ACh EC80; inhibition, % at 3 µM; 360,000 compounds, 0.73% hits;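 active = inhibition above its plate's cutoff, the mean inhibition of sample wells plus 3 SD, cut at about 27% in these data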;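 also: 0% = acetylcholine EC80 with DMSO and 100% = DMSO without agonist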
# M1 ag – human M1 muscarinic receptor agonists, primary screen, Fluo-8 calcium fluorescence, CHO-K1 cells, HTS; activation, % at 3 µM; CHO-K1 hM1, agonist mode; 0% DMSO, 100% acetylcholine EC100; 360,000 compounds, 0.33% hits; AID 588814, 2011; Muscarinic acetylcholine receptor M1 (Homo sapiens), P11229;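 active = activation above the run's mean compound activation plus 3 SD, cut at about 16% in these data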;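 also: peak over basal fluorescence ratio within a 140 s kinetic read after compound addition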
# Target sequence (P11229 whole entry, looked up): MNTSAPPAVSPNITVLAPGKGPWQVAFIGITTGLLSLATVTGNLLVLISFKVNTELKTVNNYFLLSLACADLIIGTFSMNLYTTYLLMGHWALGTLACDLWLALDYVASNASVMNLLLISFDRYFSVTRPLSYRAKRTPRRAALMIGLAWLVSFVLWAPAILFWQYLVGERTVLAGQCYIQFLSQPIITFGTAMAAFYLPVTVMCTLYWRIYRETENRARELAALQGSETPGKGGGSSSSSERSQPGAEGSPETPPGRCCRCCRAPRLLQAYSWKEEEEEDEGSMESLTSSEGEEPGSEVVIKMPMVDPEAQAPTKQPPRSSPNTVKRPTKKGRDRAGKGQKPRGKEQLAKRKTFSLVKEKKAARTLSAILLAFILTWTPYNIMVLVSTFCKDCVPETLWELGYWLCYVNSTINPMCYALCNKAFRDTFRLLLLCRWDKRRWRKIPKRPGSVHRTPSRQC
# CHRM4 agonist – human M4 muscarinic receptor agonists, primary screen, CHO-K1 cells, Fluo-8 calcium fluorescence. Muscarinic acetylcholine receptor M4 (Homo sapiens), P08173. CHO-K1 hM4/Gqi5; vehicle 0%, full acetylcholine response 100%. activation, % at 3 µM. 360,000 compounds, 0.14% hits;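 active = activation above the run mean over all test wells plus 3 SD, cut at about 32% in these data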;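 also: peak over basal fluorescence ratio per well then scaled between controls; 0% = DMSO wells and 100% = acetylcholine at EC100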
# M5 antag – human M5 muscarinic receptor antagonists, primary screen, CHO cells, Fluo-8 calcium fluorescence; 360,000 compounds, 0.59% hits; AID 624040, 2012; inhibition, % at 3 µM; CHO-hM5 cells, ACh EC80; Muscarinic acetylcholine receptor M5 (Homo sapiens), P08912;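 active = inhibition above a per-plate cutoff, the mean of that plate's test compounds plus 3 SD, cut at about 27% in these data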;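 also: 0% = acetylcholine EC80 with DMSO and 100% = DMSO without agonist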
# TAAR1 agonist – human TAAR1 agonists, primary screen, Fluo-8 calcium fluorescence, CHO RD-HGA16 cells; vehicle wells 0%, saturating PEA agonist 100%; activation, % at 3 µM; 360,000 compounds, 0.99% hits;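 active = activation above the mean activation of all test compounds in the run plus 3 SD, cut at about 38% in these data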
# Target sequence (Q96RJ0 whole entry, looked up): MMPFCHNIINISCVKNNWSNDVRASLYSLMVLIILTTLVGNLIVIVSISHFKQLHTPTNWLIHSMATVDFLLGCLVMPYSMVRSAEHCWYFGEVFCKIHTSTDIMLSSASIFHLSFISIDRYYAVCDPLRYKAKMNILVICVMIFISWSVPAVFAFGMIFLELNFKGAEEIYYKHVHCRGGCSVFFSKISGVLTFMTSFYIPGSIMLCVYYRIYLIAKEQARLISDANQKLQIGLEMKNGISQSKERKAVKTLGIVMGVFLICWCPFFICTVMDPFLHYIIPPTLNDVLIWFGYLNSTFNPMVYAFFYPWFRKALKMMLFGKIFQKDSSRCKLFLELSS
#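 Assay system – CHO-derived RD-HGA16 cells with stable Gα16 and human TAAR1 · Compound dosing – one-point dosing at 3 µM (nominal) · Incubation – 17-24 h seeding, 75 min 37 °C dye, 30 min RT · Measured by – kinetic Fluo-8 calcium fluorescence · Control set – DMSO vehicle as 0%, PEA at EC100 as 100% · Repeats – single well for each compound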
# M1 PAM – human M1 muscarinic receptor positive allosteric modulators, primary screen, CHO-K1 cells, Fluo-8 calcium fluorescence, 1536-well; Muscarinic acetylcholine receptor M1 (Homo sapiens), P11229; CHO-K1 hM1, ACh EC20; 0% = ACh EC20, 100% = maximal ACh; activation, % at 3 µM; 360,000 compounds, 0.088% hits; AID 588819, 2011; in the data active = activation above about 19%, passing the limit was not always enough
# CHRM5 agonist – human M5 muscarinic receptor agonists, primary screen, CHO-K1 cells, Fluo-8 calcium fluorescence; Muscarinic acetylcholine receptor M5 (Homo sapiens), P08912; CHO-K1 hM5 cells; 0% DMSO wells, 100% maximal acetylcholine response; activation, % at 3 µM; 360,000 compounds, 0.19% hits; AID 624037, 2012;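 active = activation above the run's mean over test compounds plus 3 SD, cut at about 23% in these data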;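 also: signal is peak over basal fluorescence ratio across the kinetic read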
# CHRM1 antagonist – human M1 muscarinic receptor antagonists, primary screen, CHO-K1 cells, Fluo-8 calcium fluorescence, 1536-well; AID 588852, 2011; Muscarinic acetylcholine receptor M1 (Homo sapiens), P11229; inhibition, % at 3 µM; CHO-K1 hM1, ACh EC80 antagonist; 360,000 compounds, 1.3% hits;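 active = percent inhibition above its own plate's cutoff, namely the mean of that plate's compound wells plus 3 SD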;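 also: peak over basal fluorescence ratio during 140 s after agonist addition; 0% = ACh EC80 plus DMSO and 100% = DMSO alone without agonist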
# M5 PAM – human M5 muscarinic receptor positive allosteric modulators, primary screen, CHO-K1 cells, Fluo-8 calcium fluorescence; CHO-K1 hM5, ACh EC20 PAM; 0% = ACh EC20, 100% = ACh EC100; activation, % at 3 µM; 360,000 compounds, 0.3% hits;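 active = activation above the run cutoff, the mean activation of all test compounds plus 3 SD, cut at about 18% in these data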
#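 system = human M5 receptor in CHO-K1 cells | compound = one concentration, 3 µM final (nominal) | schedule = Post-acetylcholine fluorescence recording 140 s | signal = Fluo-8 calcium dye fluorescence, kinetic read | benchmarks = low control EC20 acetylcholine (0%), high control EC100 acetylcholine (100%) | repeats = singlicate, one well per test compound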
# The depositor's hits bear a star; nt = no result given. Some of the compounds tested, so the mix of outcomes need not match the whole.
no.	Structure	CHRM4 antagonist	M1 ag	CHRM4 agonist	M5 antag	TAAR1 agonist	M1 PAM	CHRM5 agonist	CHRM1 antagonist	M5 PAM
1	CCn1nccc1C(=O)Nc1ccc(C)c(C)c1	-1	-5	0	-4	nt	2	-2	-5	3
2	Cc1c(C(=O)N(Cc2ccccc2Cl)C2CCS(=O)(=O)C2)oc2ccccc12 (stereo unspecified)	-13	-5	8	-2	6	3	3	-9	1
3	O=C(NCc1ccco1)NC12CC3CC(CC(C3)C1)C2	6	-4	-1	-4	16	7	0	-6	5
4	CCSc1nnc(NC(=O)Cc2ccc(OC)cc2)s1	-1	0	0	4	6	-2	2	1	7
5	CCN(CC)C(=O)CSc1nc2ccccc2c(=O)n1CCC(=O)NCCc1ccc(OC)c(OC)c1	-1	-4	9	17	4	0	-1	1	-7
6	CC(C)n1c(SCc2ccccc2F)nc2c1c(=O)n(C)c(=O)n2C	-7	-6	8	1	-3	-9	-1	-3	-10
7	O=c1c2cc(NC(=S)NCc3cccnc3)ccc2nc2n1CCCCC2	4	-4	17	25	0	-8	5	19	-17
8	CN1CCN(C(=O)c2ccccc2-c2ccccc2C(=O)O)CC1	-2	-3	1	5	6	1	1	7	2
9	N#CC1=C(N)OC2=C(C(=O)CCC2)C1c1ccoc1 (stereo unspecified)	-4	-5	1	-8	2	8	0	-2	9
10	Cc1ccnn1CC(=O)N/N=C/c1ccco1	-1	-3	0	1	5	-4	-2	7	-4
11	Cc1c(C(=O)NC(=S)Nc2ccc3c4c(cccc24)CC3)cccc1[N+](=O)[O-]	-9	0	2	-2	5	1	-1	-41	-4
12	COc1ccccc1CNC(=O)[C@@H](NC(=O)C1CCN(C(=O)[C@@H]2CCCN2)CC1)C(C)C	-10	-4	2	4	6	6	2	-8	-5
13	O=C(/C=C/Nc1ccccc1C(F)(F)F)c1ccco1	-4	-6	0	-10	9	5	2	-3	-1
14	CCCCOC(=O)c1ccc(NC(=O)CSC2=Nc3ccccc3C3CC=NN23)cc1 (stereo unspecified)	-9	-2	0	0	7	3	4	5	-2
15	CCC(c1nnnn1C1CCCC1)N(Cc1cccs1)Cc1cc2cccc(C)c2[nH]c1=O (stereo unspecified)	-10	-3	-1	4	2	0	-8	-4	-2
16	Cc1ccc(CC2SC(N)=NC2=O)cc1 (stereo unspecified)	-12	-1	1	2	3	5	2	-8	12
17	CCOC(=O)c1cc2occc2n1CC(=O)N1CCOCC1	-6	-4	2	-8	8	4	2	-1	7
18	Clc1ccc(CSc2cc3c(nn2)-c2ccccc2CC3)cc1Cl	10	-3	0	2	11	-7	-1	-13	-1
19	Cc1cc(OCc2nc3ccccc3s2)ccc1N	5	-1	1	15	3	11	-1	-12	-4
20	CCCn1nnnc1NCc1ccc(N(C)C)cc1	-1	-6	1	4	6	-5	0	3	-3
21	COC(=O)C1=CN(Cc2cccs2)C=C(C(=O)OC)C1c1cccc(OC)c1OC	5	3	0	-1	6	5	1	-22	0
22	COc1cc(/C=C(\C#N)c2ccccn2)cc(OC)c1O	10	0	3	16	6	5	5	-14	-7
23	O=C(COC(=O)c1cccc(S(=O)(=O)N2CCCC2)c1)c1ccc(F)cc1	-12	-3	8	-1	5	-1	2	-1	0
24	O=C(NCCCN1CCOCC1)C1COc2ccccc2O1 (stereo unspecified)	-7	0	1	5	3	9	0	-5	6
25	Cc1nnc(SCc2cnc(-c3ccc(C(C)C)cc3)s2)n1C	-15	-4	-2	-13	2	5	-3	-12	13
26	CCC(CC)c1nnc(NC(=O)CCNC(=O)c2ccccc2Cl)s1	-5	-2	4	4	6	8	2	-8	5
27	O=C(COc1ccc(Br)cc1F)NCC1(N2CCCCC2)CCCCC1	-1	-8	0	9	0	-1	-5	-4	12
28	CN(CC(=O)Nc1ccccc1Cl)CC(=O)c1c(N)n(Cc2ccccc2)c(=O)n(C)c1=O	-9	-3	1	8	17	8	5	-8	0
29	O=C(NCC1CCCO1)c1cccc(Oc2ccccc2)c1 (stereo unspecified)	5	-3	2	10	2	-2	-4	-1	0
30	CCOC(=O)Cn1c(N2CCOCC2)nc2c1c(=O)[nH]c(=O)n2C	3	-2	0	0	2	11	-1	-4	-2
31	CCC(=O)[C@@]1(C)[C@H](C)C[C@H]2[C@@H]3CCC4=CC(=O)C=C[C@]4(C)[C@H]3[C@@H](O)C[C@@]21C	7	-3	0	6	1	3	4	-23	3
32	CCCCNC(=O)c1onc(CSc2ccc(C)c(C)c2)c1C(=O)O	-2	1	-1	7	14	6	0	-2	6
33	S=C(Nc1ccc(Br)cc1)N1CCN(c2ccccn2)CC1	10	-2	8	19	10	-8	1	6	-6
34	CCCCCC(=O)Nc1ccc(N2CCN(C(=O)c3ccccc3)CC2)cc1	-4	-1	2	10	4	-3	0	-20	-6
35	CC(C)Cn1c(N)c(C(=O)COC(=O)c2ccccc2C(=O)c2ccccc2)c(=O)n(C)c1=O	0	1	4	5	0	6	-2	-3	5
36	O=C1/C(=C/Nc2ccc3c(c2)OCO3)CCc2ccccc21	1	-2	1	-3	21	5	2	-19	1
37	Cn1c(SCc2ccon2)nc2ccccc2c1=O	-5	-6	5	-3	-1	-2	2	-1	0
38	Cc1noc(C)c1-c1ccc(C(=O)NCc2cccs2)c2occc12	1	-4	1	-1	0	-1	0	-6	-4
39	CC(c1ccncn1)N(C)C(=O)c1ccc2oc(Cc3ccccc3)nc2c1 (stereo unspecified)	-4	-3	1	5	1	10	-4	-10	-4
40	Cn1cc(CN2CCCC(C(=O)c3ccc(-c4ccccc4)cc3)C2)cn1 (stereo unspecified)	-14	-11	7	3	8	-13	-9	-3	0
41	C=CCn1c(=O)n(CCC#N)c(=O)n(CCC#N)c1=O	4	-1	0	-5	7	5	-2	4	-2
42	COCC(C)n1c(C)cc(C(=O)CSc2nnc(N)s2)c1C (stereo unspecified)	6	-3	2	13	6	4	1	-5	8
43	O=C(CN1CCN(c2ccccc2)CC1)N1N=CCC1c1ccccc1 (stereo unspecified)	0	-2	1	8	7	8	4	2	1
44	CNc1cc(-c2cnn(CC(C)C)c2)ncn1	-6	-2	1	-4	1	-5	0	4	-2
45	CCc1noc(C)c1C(=O)OC(C)C(=O)Nc1ccc2c(c1)OCO2 (stereo unspecified)	-6	-4	1	-9	1	11	0	-9	13
46	O=C(NC(Cc1ccc2c(c1)OCO2)C(=O)N1CCCC1C(=O)O)c1ccccc1 (stereo unspecified)	-2	1	2	-7	8	13	4	-12	0
47	Cc1ccccc1NS(=O)(=O)c1cc2c(cc1C)N(C)CCO2	-3	-5	1	3	0	0	0	3	2
48	COc1ccc(Cl)cc1NC(=O)CN(C)C(=O)C1CC(=O)N(Cc2ccc(C)cc2)C1 (stereo unspecified)	1	-3	2	-2	-1	6	-6	-18	3

# Reprinted from the part before: two compounds, then new ones.
no.	Structure	CHRM4 antagonist	M1 ag	CHRM4 agonist	M5 antag	TAAR1 agonist	M1 PAM	CHRM5 agonist	CHRM1 antagonist	M5 PAM
47	Cc1ccccc1NS(=O)(=O)c1cc2c(cc1C)N(C)CCO2	-3	-5	1	3	0	0	0	3	2
48	COc1ccc(Cl)cc1NC(=O)CN(C)C(=O)C1CC(=O)N(Cc2ccc(C)cc2)C1 (stereo unspecified)	1	-3	2	-2	-1	6	-6	-18	3
49	CCC(=O)Nc1nc2ccccc2n1Cc1ccc(C)cc1	4	-5	0	5	9	1	-5	-6	0
50	CCCN(C(=O)c1cc(S(=O)(=O)N2CCCCC2)ccc1Cl)C1CCS(=O)(=O)C1 (stereo unspecified)	-7	-4	1	-5	-1	-1	1	-13	1
51	O=C(CCCN1C(=O)C2CC=CCC2C1=O)Nc1cccc(F)c1 (stereo unspecified)	-8	6	1	-4	0	11	-5	-13	0
52	O=C(Cc1c[nH]c2ccccc12)NCc1ccc(Cl)cc1Cl	0	-3	3	-10	-1	7	-3	-10	-2
53	CC(C)c1ccc(/C=C2\SC(=S)N(CC(=O)NCCCN3CCOCC3)C2=O)cc1	-27	2	2	-12	4	19	-2	-9	12
54	COCCCNC(=O)c1ccc(CS(=O)(=O)Cc2cccc(C)c2)o1	-9	-5	1	-3	0	4	0	-4	-5
55	CCOc1ccc(C(NC(C)=O)c2ccc(OC)c(OC)c2)cc1 (stereo unspecified)	-10	-6	1	11	0	7	-3	-10	-3
56	COCc1cc(C)nc(OCC(=O)N/N=C/c2ccc(-c3cc([N+](=O)[O-])ccc3C)o2)c1C#N	-1	-4	0	6	0	-2	-2	-17	3
57	CCCCCCc1nnc(N)s1	-5	-1	0	-6	10	12	0	-10	2
58	O=c1[nH]c(/C=C/c2ccccc2)c([N+](=O)[O-])c(=O)[nH]1	-17	1	0	-4	6	6	0	-13	-1
59	N#Cc1c(Cl)nsc1NN	23	3	20	31*	7	-13	10	17	-20
60	COC(=O)c1sc(NC(=S)NC(=O)c2cccc(C)c2)nc1C	-6	-4	0	-9	11	-2	0	4	2
61	C=CCn1c(CC#N)nnc1N1CCOCC1	3	2	0	-9	1	5	3	-4	6
62	CCCNC(=O)c1c(N)n(-c2ccc(S(N)(=O)=O)cc2)c2nc3ccccc3nc12	3	-4	0	0	2	8	-2	-6	5
63	C=CCn1c(SCc2ccc(OC)cc2)nnc1-c1cccnc1	13	-5	1	-4	9	0	1	6	1
64	COc1nc(NCCN2CCOCC2)nc(Nc2ccccc2)n1	-11	-4	0	-7	-1	7	-4	-9	0
65	COc1ccc(F)cc1S(=O)(=O)N1CCN(C(=O)c2ccco2)CC1	-4	-3	1	-3	1	0	1	-10	-5
66	COc1ccc(Cl)cc1NC(=S)NCCc1ccc(F)cc1	2	-2	5	10	nt	9	-4	-15	-5
67	Cc1cc2c(NC(=O)Nc3ccc(C(F)(F)F)cc3)cccc2nn1	0	5	9	25	19	-3	6	8	-19
68	COc1ccc(CCNC(=O)C2CC(c3cccc([N+](=O)[O-])c3)=NO2)cc1 (stereo unspecified)	0	-3	4	1	5	3	6	-2	-2
69	Fc1ccccc1-c1nc2ncccc2o1	-1	-5	1	14	0	4	0	-1	-7
70	O=S(=O)(NCCc1csc(-c2cccnc2)n1)c1ccc(F)cc1	4	1	4	3	5	3	0	-8	0
71	COc1ccc(C(=O)CSc2nc3nn(-c4ccccc4)c(=O)c-3c3n2CCCCC3)c(OC)c1	-8	-5	1	-5	0	6	-1	0	4
72	COc1ccc(N(CC(=O)Nc2ccccc2C(=O)N2CCCC2)S(=O)(=O)c2ccccc2)cc1	1	-3	12	6	7	-4	1	11	-3
